# cardiac RTF act = cardiac RTF calcium sensitization | IANBD-labeled TnC RTF fluorescence at EC20 calcium; 0% EC20 calcium, 100% full calcium | 340,000 compounds, 0.24% hits | AID 493008 | activation, % at 7.2 µM;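 active means activation above the mean over all tested compounds plus 3 SD, cut at about 30% in these data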;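 further: rise in fluorescence read as greater calcium sensitivity of cardiac thin filaments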
# Keap1-Nrf2 PPI = inhibitors of human Keap1-Nrf2 protein-protein interaction; Q14145; Keap1 Kelch-Nrf2 peptide fluorescence polarization, 1536-well; inhibition, % at 9.4 µM; 340,000 compounds, 0.15% hits; AID 504523; in the data active means inhibition above about 12%;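 further: human Keap1 Kelch domain with fluorescein labeled Nrf2 9mer peptide probe; 0% = neutral control wells and 100% = peptide positive control; higher means more block of Keap1 binding to Nrf2 peptide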
# Cardiac RTF inh = cardiac RTF calcium desensitization; P19429+P45379; inhibition, % at 7.15 µM; 340,000 compounds, 0.12% hits; IANBD-labeled cardiac RTF, Ca2+ fluorescence;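 active means inhibition above the mean inhibition of all tested compounds plus 3 SD, cut at about 17% in these data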;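 further: assay run at fixed EC70 calcium of 1.6 mM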
# V-ATPase pH = regulators of yeast V-ATPase proton transport | S. cerevisiae, pHLuorin cytosolic pH fluorescence | response, % at 10 µM | 350,000 compounds, 0.37% hits; in the data active means response mostly above about 7.3%, no sharp cut-off; inactive means mostly below about 5.4%; further: actives read high; inactives centre near 0; some compounds called inactive have numbers as strong as hits; reference of the scale not given here
# OPRM1-OPRD1 inv = mu-delta opioid heterodimer inverse agonism | P35372+P41143 | cell-based MOR-DOR heterodimer luminescence | inhibition, % at 9.3 µM | 340,000 compounds, 0.21% hits; in the data active means inhibition above about 22%, passing the limit was not always enough;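 further: 0% = cells with DMSO and 100% = wells without cells with DMSO; values of inactives mirror those of a sister screen read the other way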
# Target sequence (P35372 whole entry, looked up): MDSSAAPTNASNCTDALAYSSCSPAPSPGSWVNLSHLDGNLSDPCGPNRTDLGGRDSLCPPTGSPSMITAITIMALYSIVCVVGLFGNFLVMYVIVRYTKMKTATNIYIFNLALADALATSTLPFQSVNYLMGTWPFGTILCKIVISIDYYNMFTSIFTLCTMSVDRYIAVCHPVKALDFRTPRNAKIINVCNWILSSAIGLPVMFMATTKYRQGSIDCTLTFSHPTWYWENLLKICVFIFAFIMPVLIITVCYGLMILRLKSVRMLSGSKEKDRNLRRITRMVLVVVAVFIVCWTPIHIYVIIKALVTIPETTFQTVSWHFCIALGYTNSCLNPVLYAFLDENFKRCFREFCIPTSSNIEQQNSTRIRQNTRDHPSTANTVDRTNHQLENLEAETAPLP
# Target sequence (P41143 whole entry, looked up): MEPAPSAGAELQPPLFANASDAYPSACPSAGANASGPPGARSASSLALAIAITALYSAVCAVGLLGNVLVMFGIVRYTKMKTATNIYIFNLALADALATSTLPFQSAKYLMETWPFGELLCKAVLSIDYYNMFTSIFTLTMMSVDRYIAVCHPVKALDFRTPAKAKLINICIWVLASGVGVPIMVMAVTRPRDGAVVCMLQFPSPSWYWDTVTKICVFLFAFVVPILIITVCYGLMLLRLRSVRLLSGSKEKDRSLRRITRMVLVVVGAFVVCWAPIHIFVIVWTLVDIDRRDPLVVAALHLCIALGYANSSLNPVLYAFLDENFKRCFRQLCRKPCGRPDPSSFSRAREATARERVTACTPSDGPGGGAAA
# HTR5A ag ctr = HTR5A agonism, opioid heterodimer counter-screen; P47898; HTR5A agonist assay, luminescence, cell-based; 340,000 compounds, 0.61% hits; activation, % at 9.3 µM; in the data active means activation mostly above about 9.5%, no sharp cut-off; inactive means mostly below about 7.6%;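 further: 0% = cells with vehicle only and 100% = reference agonist; strong numbers were not always called active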
# CAL PDZ FP = CAL PDZ (human) peptide binding inhibition. purified CAL PDZ, TMR-peptide fluorescence polarization, 1 h. AID 602252. Q9HD26. inhibition, % at 24.9 µM. 300,000 compounds, 0.92% hits;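 active means mean inhibition of at least 30% with at least half of replicates also reaching 30%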;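 further: 0% = DMSO neutral control and 100% = excess unlabeled competitor peptide PRC23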
# LANA DNA inh = blocks KSHV LANA C-terminal domain binding to DNA; MBP-C-LANA/FAM-LBS DNA binding, fluorescence polarization; inhibition, % at 9 µM; 340,000 compounds, 0.078% hits; AID 504423;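 active means highest replicate inhibition at or above 60% at 9 µM, even if other replicates fall short; inactive means all replicates below 60% inhibition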;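 further: 0% = neutral control wells and 100% = 4 µM acridine orange control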
# MOR-DOR ag = agonists of human mu-delta opioid receptor heterodimerization; P35372+P41143; cells, OPRM1-OPRD1 heterodimerization, luminescence; activation, % at 9.3 µM; 340,000 compounds, 0.3% hits; in the data active means activation above about 18%;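 further: 0% = vehicle-treated cells and 100% = reference agonist; values of inactives mirror those of a sister screen read the other way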
# HTR5A inv ctr = inverse agonist of human HTR5A in OPRM1-OPRD1 counter-screen; P47898; HTR5A cell line, luminescence, inverse agonism; inhibition, % at 9.3 µM; 340,000 compounds, 0.083% hits; AID 504634; in the data active means inhibition mostly above about 23%, no sharp cut-off; inactive means mostly below about 18%;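 further: 0% = cells with DMSO and 100% = no-cell wells with DMSO; some compounds called inactive have numbers as strong as hits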
# * = called active by the depositor; nt = not tested or not shown.
# Field names: A = cardiac RTF act; B = Keap1-Nrf2 PPI; C = Cardiac RTF inh; D = V-ATPase pH; E = OPRM1-OPRD1 inv; F = HTR5A ag ctr; G = CAL PDZ FP; H = LANA DNA inh; I = MOR-DOR ag; J = HTR5A inv ctr
Structure: Cc1ccc(CNC(=O)CNS(=O)(=O)c2ccc3c(c2)C(C)(C)C(=O)N3C)cc1
  A: -3 | B: 6 | C: -1 | D: -5 | E: -7 | F: 12 | G: nt | H: 0.2 | I: 1.2 | J: -36

Structure: CCCCCCCCCCCCC(=O)CCCCC(=O)O
  A: 1 | B: 3 | C: 0 | D: 0 | E: 7 | F: -2 | G: -5 | H: -3.7 | I: -1.4 | J: 12

Structure: O=C(Cc1cccs1)NCc1cccc(F)c1
  A: -4 | B: -7 | C: 7 | D: -2 | E: 1 | F: 4 | G: -4 | H: 0.2 | I: -0.2 | J: 5

Structure: O=C(C1Cc2ccccc2CN1S(=O)(=O)c1ccc(F)cc1)N1CCOCC1 (stereo unspecified)
  A: -4 | B: -4 | C: 0 | D: 1 | E: 14 | F: 2 | G: nt | H: -0.3 | I: -2.7 | J: -12

Structure: N#Cc1ccc(S(=O)(=O)N2CCN(C(=O)c3cn(-c4ccccc4)nc3-c3cccnc3)CC2)cc1
  A: 1 | B: -4 | C: -1 | D: 3 | E: 20 | F: -1 | G: 1 | H: 3.7 | I: -4.5 | J: 3

Structure: C=CCNC(=S)Nc1ccccc1-c1nnc2n1CCCCC2
  A: 0 | B: -6 | C: -26 | D: -4 | E: -21 | F: -2 | G: 0 | H: 0.1 | I: 3.4 | J: 6

Structure: O=C(NCCc1nc2ccccc2[nH]1)/C(=C/c1ccco1)NC(=O)c1ccccc1Br
  A: 8 | B: -2 | C: -6 | D: 1 | E: 5 | F: -1 | G: -3 | H: 0.3 | I: -0.9 | J: 2

Structure: CCOC(=O)C1CCN(C(=O)C(C)Sc2ccc(Cl)cc2)CC1 (stereo unspecified)
  A: 8 | B: 4 | C: -6 | D: -4 | E: -9 | F: 1 | G: -2 | H: -1.9 | I: 1.6 | J: -2

Structure: Cc1cc(Cl)ccc1NC(=S)NCCCO
  A: 10 | B: -2 | C: -13 | D: 0 | E: 3 | F: 2 | G: -8 | H: -0.7 | I: -0.6 | J: -7

Structure: CCCOc1ccc(/C=C/C(=O)N2CCOCC2)cc1
  A: 1 | B: -4 | C: -7 | D: -2 | E: 2 | F: 3 | G: -7 | H: -0.4 | I: -0.5 | J: 1

Structure: COc1ccccc1CNC(=O)c1ccc(NS(=O)(=O)c2c(C)noc2C)cc1
  A: -2 | B: -5 | C: 1 | D: -1 | E: 10 | F: -3 | G: 3 | H: -0.2 | I: -2.0 | J: 9

Structure: CC1(C)CC(NC(=O)c2ccc(Cl)cc2)CC(C)(C)N1
  A: -1 | B: 1 | C: 0 | D: 0 | E: 15 | F: -3 | G: -1 | H: 0.0 | I: -3.1 | J: 11

Structure: O=C(Nc1nncs1)c1cccc(S(=O)(=O)N2CCCCC2)c1
  A: -2 | B: -5 | C: -6 | D: -3 | E: 2 | F: 1 | G: -3 | H: -0.1 | I: -0.5 | J: -4

Structure: CC1(C)CC(=O)C2=C(C1)N(CC1CCCO1)C(=O)NC2(C(F)(F)F)C(F)(F)F (stereo unspecified)
  A: 0 | B: -3 | C: -7 | D: 1 | E: 10 | F: 5 | G: -3 | H: 2.0 | I: -1.8 | J: -7

Structure: O=C(O)c1cccc(CSc2nnc(-c3cccnc3)o2)c1
  A: 0 | B: 3 | C: -2 | D: -9 | E: 7 | F: 2 | G: nt | H: 1.3 | I: -1.4 | J: -16

Structure: COc1cc(NS(=O)(=O)c2ccc(NS(=O)(=O)c3ccc(C)cc3)cc2)nc(OC)n1
  A: -4 | B: 0 | C: -13 | D: 0 | E: -8 | F: -1 | G: -1 | H: 3.0 | I: 1.0 | J: 2

Structure: CC(C)c1ccc(OCC(=O)N2CCN(C(=O)c3ccco3)CC2)cc1
  A: 1 | B: 1 | C: -4 | D: -3 | E: 9 | F: 2 | G: -5 | H: 0.6 | I: -1.6 | J: -6

Structure: Cc1cccc(NC(=O)CNC(=O)COC(=O)c2ccc(C(C)(C)C)cc2)c1C
  A: 3 | B: -4 | C: -10 | D: 4 | E: -39 | F: 7 | G: 1 | H: -1.3 | I: 9.8 | J: 12

Structure: Cc1ccc2nc(COC(=O)c3ccc(Cl)nc3)cc(=O)n2c1
  A: 3 | B: 3 | C: -2 | D: 1 | E: 3 | F: 0 | G: 46* | H: 1.9 | I: -0.6 | J: 1

Structure: CCOC(=O)C1CCN(C(=O)CSCCSCC(=O)N2CCC(C(=O)OCC)CC2)CC1
  A: -8 | B: 0 | C: 8 | D: -3 | E: 9 | F: -3 | G: -4 | H: -0.7 | I: -1.6 | J: 11

# 9 structures already listed, ordered by formula weight, rising:
# Field names: A = cardiac RTF act; B = Keap1-Nrf2 PPI; C = Cardiac RTF inh; D = V-ATPase pH; E = OPRM1-OPRD1 inv; F = HTR5A ag ctr; G = CAL PDZ FP; H = LANA DNA inh; I = MOR-DOR ag; J = HTR5A inv ctr
Structure: CC1(C)CC(NC(=O)c2ccc(Cl)cc2)CC(C)(C)N1
  A: -1 | B: 1 | C: 0 | D: 0 | E: 15 | F: -3 | G: -1 | H: 0.0 | I: -3.1 | J: 11

Structure: O=C(O)c1cccc(CSc2nnc(-c3cccnc3)o2)c1
  A: 0 | B: 3 | C: -2 | D: -9 | E: 7 | F: 2 | G: nt | H: 1.3 | I: -1.4 | J: -16

Structure: Cc1ccc2nc(COC(=O)c3ccc(Cl)nc3)cc(=O)n2c1
  A: 3 | B: 3 | C: -2 | D: 1 | E: 3 | F: 0 | G: 46* | H: 1.9 | I: -0.6 | J: 1

Structure: O=C(Nc1nncs1)c1cccc(S(=O)(=O)N2CCCCC2)c1
  A: -2 | B: -5 | C: -6 | D: -3 | E: 2 | F: 1 | G: -3 | H: -0.1 | I: -0.5 | J: -4

Structure: Cc1cccc(NC(=O)CNC(=O)COC(=O)c2ccc(C(C)(C)C)cc2)c1C
  A: 3 | B: -4 | C: -10 | D: 4 | E: -39 | F: 7 | G: 1 | H: -1.3 | I: 9.8 | J: 12

Structure: CC1(C)CC(=O)C2=C(C1)N(CC1CCCO1)C(=O)NC2(C(F)(F)F)C(F)(F)F (stereo unspecified)
  A: 0 | B: -3 | C: -7 | D: 1 | E: 10 | F: 5 | G: -3 | H: 2.0 | I: -1.8 | J: -7

Structure: COc1ccccc1CNC(=O)c1ccc(NS(=O)(=O)c2c(C)noc2C)cc1
  A: -2 | B: -5 | C: 1 | D: -1 | E: 10 | F: -3 | G: 3 | H: -0.2 | I: -2.0 | J: 9

Structure: COc1cc(NS(=O)(=O)c2ccc(NS(=O)(=O)c3ccc(C)cc3)cc2)nc(OC)n1
  A: -4 | B: 0 | C: -13 | D: 0 | E: -8 | F: -1 | G: -1 | H: 3.0 | I: 1.0 | J: 2

Structure: CCOC(=O)C1CCN(C(=O)CSCCSCC(=O)N2CCC(C(=O)OCC)CC2)CC1
  A: -8 | B: 0 | C: 8 | D: -3 | E: 9 | F: -3 | G: -4 | H: -0.7 | I: -1.6 | J: 11

# (continued)
# Field names: A = cardiac RTF act; B = Keap1-Nrf2 PPI; C = Cardiac RTF inh; D = V-ATPase pH; E = OPRM1-OPRD1 inv; F = HTR5A ag ctr; G = CAL PDZ FP; H = LANA DNA inh; I = MOR-DOR ag; J = HTR5A inv ctr
Structure: C/C(=N\NC(=O)c1cc(C(C)C)[nH]n1)c1ccncc1
  A: 1 | B: 0 | C: 5 | D: 2 | E: -10 | F: 0 | G: -2 | H: -0.9 | I: 1.6 | J: -20

Structure: O=c1[nH]c2ccccc2c(O)c1O
  A: 1 | B: -10 | C: -2 | D: 0 | E: -13 | F: 12 | G: -3 | H: -1.0 | I: 2.6 | J: 0

Structure: Cc1cc(C(=O)CN2C(=O)C(=O)N(C3CCCC3)C2=O)c(C)n1CCc1ccc(F)cc1
  A: 1 | B: -7 | C: -2 | D: -5 | E: 7 | F: 5 | G: 9 | H: -0.7 | I: -1.6 | J: -11

Structure: O=C(NCCO)C(F)(F)C(F)(F)C(F)(F)OC(F)(C(=O)NCCO)C(F)(F)F (stereo unspecified)
  A: 0 | B: -2 | C: -5 | D: 2 | E: 3 | F: -2 | G: -5 | H: 1.4 | I: -0.6 | J: 4

Structure: C/C=C/c1ccc(OCC(O)CNCCc2ccc(OC)cc2)c(OC)c1 (stereo unspecified)
  A: -7 | B: -6 | C: 6 | D: -2 | E: -10 | F: -2 | G: 0 | H: 1.5 | I: 2.0 | J: 7

Structure: CCC(=O)N(CC(=O)Nc1sc(C)c(C)c1C(N)=O)Cc1ccc(F)cc1
  A: 12 | B: -3 | C: 6 | D: 2 | E: -1 | F: 2 | G: -6 | H: 0.7 | I: 0.2 | J: 18
